High-throughput results: PubChem, Broad Institute
S100A4 inh HTS – inhibitors of human S100A4 binding to myosin IIA peptide; P26447; AID 652163; S100A4/TAMRA-MyoIIA peptide fluorescence polarization; hit rate 0.14% among 360,000; inhibition, % at 10.7 µM;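 active = mean inhibition of at least 70% across replicates, with every replicate also reaching that level; inconclusive = mean inhibition reaches 70% but some replicates fall short; inactive = mean inhibition below 70%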
Target sequence (P26447 whole entry, looked up): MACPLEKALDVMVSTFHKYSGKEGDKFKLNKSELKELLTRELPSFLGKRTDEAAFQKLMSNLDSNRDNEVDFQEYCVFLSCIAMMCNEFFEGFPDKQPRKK
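incubation = readout 5 min after mixing, signal stable up to 60 min | system = S100A4 monomer protein | buffer or medium = HEPES pH 7.2 with CaCl2, KCl, NaCl, DTT, Triton | benchmarks = neutral control DMSO, positive control TFP | also added = fluorescent myosin IIA peptide, 5 nM | compound dosing = one concentration per compound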
esBAF inh – SWI/SNF esBAF complex inhibition. mouse ES cells, Bmi1-luciferase knock-in reporter, 24 h; 100% = twice the neutral-well signal. reporter increase, % at 12.5 µM. hit rate 2% among 350,000. AID 602393; in the data active = activation above about 40%; inconclusive = no clear call, values can overlap the other calls;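 also: 0% = median of the plate's neutral control wells and 100% = double that signal; a rise in the Bmi1 reporter signal indicates esBAF inhibition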
ERAP1 HTS inh – ERAP1 (human) enzyme inhibition. Q9NZ08. recombinant ERAP1, Leu-AMC fluorescence, 60 min. inhibition, % at 10.7 µM. hit rate 0.15% among 340,000;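 active = mean replicate inhibition of at least 30%, or all replicates individually reaching that 30% level; inactive = mean below 30% and not every replicate reaching it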;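 also: 0% = neutral control wells and 100% = L-leucinethiol positive control wells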
RAD54 inh – RAD54 (human) branch migration inhibition; hit rate 0.14% among 360,000; RAD54 Holliday junction branch migration, FAM/BHQ fluorescence; inhibition, % at 10.4 µM; AID 602329;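 active = mean normalized replicate activity at least 40 and at least half of replicates scoring 40 or more; inconclusive = only one of the two criteria met; inactive = mean below 40 and under half of replicates reaching 40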;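 also: 0% = median of neutral control wells and 100% = median of positive control wells; inhibitors cause a drop in the FAM fluorescence signal; in these data hits start at about 50%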
RAD52 inh – RAD52 (human) annealing inhibition | recombinant RAD52 DNA annealing, FRET fluorescence | AID 651710 | P43351 | inhibition, % at 18.7 µM | hit rate 0.46% among 360,000;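 active = every replicate showing at least 50% inhibition; inconclusive = mean inhibition at least 50% but not in every replicate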
Target sequence (P43351 whole entry, looked up): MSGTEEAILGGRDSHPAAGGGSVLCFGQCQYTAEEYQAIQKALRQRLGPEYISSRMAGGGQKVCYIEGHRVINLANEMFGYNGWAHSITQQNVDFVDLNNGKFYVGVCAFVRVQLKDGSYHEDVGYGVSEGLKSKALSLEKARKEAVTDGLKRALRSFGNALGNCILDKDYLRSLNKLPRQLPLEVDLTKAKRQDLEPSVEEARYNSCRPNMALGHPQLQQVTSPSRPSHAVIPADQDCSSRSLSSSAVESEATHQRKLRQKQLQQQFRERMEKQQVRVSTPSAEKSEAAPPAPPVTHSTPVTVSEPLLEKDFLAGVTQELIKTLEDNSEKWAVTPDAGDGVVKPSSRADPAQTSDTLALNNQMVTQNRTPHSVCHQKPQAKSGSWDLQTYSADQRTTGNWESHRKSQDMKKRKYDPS
Xi reactivation – activators of X-chromosome reactivation in mouse fibroblasts | XiGFP mouse fibroblasts, % GFP-positive cells imaging, 3 d; cells co-treated with 5-aza-dC sensitizer; scaled so ellipticine positive control = 100% | activation, % at 7.58 µM | hit rate 0.055% among 360,000;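 active = mean normalized replicate activation at least 10% and every replicate at or above 10%; inconclusive = only one of the two criteria met; inactive = mean below 10% and not all replicates reach 10%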;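 also: 0% = median of on-plate neutral control wells and 100% = ellipticine 6 µM median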
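System: SV40-immortalized XiGFP fibroblast cells, line 68-5-11 / Incubation: 3-day compound exposure, then 15 min fixation at room temperature / Compound: single concentration per compound, delivered by pin transfer / Buffer or medium: DMEM plus 5-aza-dC sensitizer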
ERp5 block – inhibitors of human ERp5. Q15084. ERp5 insulin aggregation, absorbance 650 nm, 90 min. inhibition, % at 9.99 µM. hit rate 0.05% among 350,000;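 active = mean replicate inhibition above about 25%, with every replicate also reaching it, limit read from the data, passing the limit was not always enough; inconclusive = only one of those two criteria met; inactive = neither criterion met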
Target sequence (Q15084 whole entry, looked up): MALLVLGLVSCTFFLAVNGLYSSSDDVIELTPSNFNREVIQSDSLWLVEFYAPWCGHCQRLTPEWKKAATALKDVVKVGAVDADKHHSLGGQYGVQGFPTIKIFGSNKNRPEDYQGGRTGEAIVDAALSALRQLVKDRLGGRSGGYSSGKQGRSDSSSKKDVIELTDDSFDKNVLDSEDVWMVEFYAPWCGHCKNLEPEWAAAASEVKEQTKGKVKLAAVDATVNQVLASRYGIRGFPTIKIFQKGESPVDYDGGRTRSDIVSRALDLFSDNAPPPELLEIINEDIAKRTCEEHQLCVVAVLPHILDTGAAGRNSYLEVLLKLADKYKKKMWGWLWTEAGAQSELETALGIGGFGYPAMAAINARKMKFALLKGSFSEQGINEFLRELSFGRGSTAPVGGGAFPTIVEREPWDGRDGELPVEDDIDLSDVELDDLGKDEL
E-selectin induc – induces E-selectin expression in human endothelial cells. P16581. AID 686992. hit rate 0.37% among 260,000. HUVEC E-selectin immunofluorescence imaging; normalized: neutral wells 0, TNF-alpha wells 100. activation, % at 7.58 µM;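 active = mean E-selectin-positive cell signal at least 10% of the positive control, reached in at least 60% of replicates, without over 20% cell loss; inconclusive = no rule given, readout overlaps actives, possibly toxicity-flagged; inactive = the rest, including those meeting only one limit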;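 also: in these data hits start at about 27%; measured in HUVEC primary endothelial cells; signal is the percent of cells scored E-selectin positive by PE staining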
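Assay system: HUVEC primary endothelial cells. Input: 3,000 HUVEC seeded per well. Doses: one compound dose added by pin transfer. Read-out basis: % PE-positive cells. Benchmarks: TNF-alpha high, DMSO low. Detection: immunofluorescence imaging. Buffer or medium: EGM-2, gelatin.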
Starred values were filed as active, the others as inactive; ? = inconclusive; nt = not tested or not shown; & = joins results of further samples.

canonical_smiles	S100A4 inh HTS	esBAF inh	ERAP1 HTS inh	RAD54 inh	RAD52 inh	Xi reactivation	ERp5 block	E-selectin induc
N#Cc1ccc(-c2ccc3c(c2)[C@H]2[C@H](CCN2C(=O)Cc2ccccc2)[C@H](CO)N3)cc1	-19	19	-1	-6	-275	0.0	-4	17
C=CCNc1n[nH]c(=S)s1	-1	0	6	-7	3	-0.1	0	-0.3
O=C(O)CC(NC(=O)C1CCCCC1)c1cc([N+](=O)[O-])ccc1Cl (stereo unspecified)	-1	-2	-2	12	-27	-0.1	6	0.1
Cc1noc(C)c1S(=O)(=O)Nc1ccc2c(c1)C(=O)N([C@@H](C)CO)C[C@H](C)[C@@H](CN(C)Cc1ccc(Cl)c(Cl)c1)O2	-32	1	0	-3	5	0.2	18	nt
Cc1ccc(NC(=O)CCCNC(=O)c2ccc(Cl)cc2)nc1	-2	52*	-4	12	-11	0.2	10	nt
COc1cccc(NC(=O)CSc2nnc(NC(=O)C3CC3)s2)c1	1	0	-2	0	-10	0.3	6	0.4
CN1CCN(C(=O)C[C@@H]2CC[C@@H]3[C@@H](COc4ccc(NC(=O)C5CCC5)cc4C(=O)N3C)O2)CC1	14	nt	3	nt	1	0.0	3	0.0
CCOc1ccccc1N	?	-2	-7	-2	-11	nt	7	nt
O=C(CSC1=NCCS1)Nc1ccc2ccccc2c1	-28	nt	15	nt	-14	0.0	1	nt
O=C(NN1C(=O)c2ccccc2NC12CCCCC2)c1ccccc1	-8	-15	1	6	-15	0.0	-2	nt
COc1ccc(NC(=O)CN(C)C2CCCCC2)cc1Cl	-4	3	-5	nt	-1	0.0	-4	0.2
COc1ccccc1OCC(=O)NNC(=O)CSC(=S)N1CCCC1	1	-2	0	-2	-11	-0.1	5	0.1
CCC(=O)Nc1ccc2c(c1)OC[C@@H](C)N(Cc1cccc(F)c1)C[C@H](C)[C@H](OC)CN(C)C2=O	11	10	-3	8	-1	0.0	0	0.0
C[C@H]1CN([C@@H](C)CO)C(=O)c2cccc(NC(=O)C3CCOCC3)c2O[C@H]1CN(C)CC1CCCCC1	21	1	-3	4	-5	-0.7	-2	4.2
Nn1c(SCc2ccc(C(=O)O)cc2)nnc1-c1ccc(Cl)cc1Cl	1	6	-15	2	-18	0.0	-1	2.7
COc1ccc(NC(=O)Nc2ccc3c(c2)C(=O)N([C@H](C)CO)C[C@H](C)[C@@H](CN(C)S(=O)(=O)c2cccs2)O3)cc1	-6&0	5&3	1&2	3&2	7&-6	0.0&0.2	-6&0	-1.9&0.1
COc1ccc(S(=O)(=O)Nc2ccc3c(c2)C(=O)N([C@H](C)CO)C[C@@H](C)[C@H](CN(C)Cc2ccc4c(c2)OCO4)OCCCC[C@H](C)O3)cc1	3	-5	-2	-2	32	-0.1	-3	0.7
Cn1c(C2=C(O)CN(c3ccc4c(c3)OCCO4)C2=N)nc2ccccc21	3	6	-4	-8	-2	nt	-5	nt
CCOC(=O)C1(C)CCCN(C(=O)COc2ccccc2)C1 (stereo unspecified)	-8	-7	0	4	-2	0.0	1	0.5
O=C(COC(=O)c1ccc([N+](=O)[O-])o1)NCCc1ccccc1	-3	0	0	3	-7	0.0	1	-0.8
COc1cccc(S(=O)(=O)N2C[C@@H](O)COC[C@@H]3O[C@H](CC(=O)N4CCN(C)CC4)CC[C@H]32)c1	0	-6	1	-1	12	0.2	-2	0.2
CCC(=O)N1C[C@@H](C)[C@@H](OC)CN(C)C(=O)c2cc(NC(=O)COC)ccc2OC[C@H]1C	5	1	-2	-2	-6	0.2	-1	0.4
Cc1sc2nc(NCCO)[nH]c(=O)c2c1C	-1	5	0	-5	0	0.1	1	0.5
COc1cc(/C=N/NC(=S)NCC2CCCO2)cc(OC)c1OC (stereo unspecified)	3	nt	nt	nt	-7	0.3	0	0.2
C=C[C@@H](c1ccccc1)[C@](C)(O)C(=O)O	-2	nt	-2	nt	1	0.0	0	0.6
Cc1cc(C)n(CC(O)COc2ccc(Cl)cc2Cl)n1 (stereo unspecified)	4	52*	-3	10	-11	0.1	1	nt
Cc1ccc(-n2nnnc2CNC(=O)c2ccc(Br)o2)cc1C	4	-1	2	-8	-4	0.0	nt	0.7
Nc1ccccc1SC1CC(=O)N(c2ccc3c(c2)OCCO3)C1=O (stereo unspecified)	-2	nt	-8	nt	-6	0.0	0	nt
NCC[C@H]1CC[C@H](NC(=O)Nc2ccc(F)cc2)[C@@H](CO)O1	1	-2	0	8	16	0.4	0	0.4
COc1ccccc1OCC(=O)NCc1nc(-c2ccccc2)no1	1	-3	-2	-5	-17	0.2	-1	3.6
C[C@H]1CN([C@@H](C)CO)C(=O)c2cc(NC(=O)CCC(F)(F)F)ccc2O[C@H]1CN(C)C(=O)NC1CCCCC1	-11	-6	-5	6	5	-0.6	-2	-13
CCc1nc2c(OCCn3cccc3)cccn2c1N(C)C(=O)CC(C)C	-1	-2	1	-2	-14	0.2	-2	-0.2
Cc1noc(C)c1S(=O)(=O)Nc1ccc2c(c1)C(=O)N([C@@H](C)CO)C[C@H](C)[C@@H](CN(C)C(=O)Cc1ccccc1)OCCCC[C@H](C)O2	-15	6	0	-6	-9	0.0	1	-0.6
NC(=O)[C@@H]1CCCN1Cc1c(C(=O)N2CCN(C3CCCCC3)CC2)nc2ccccn12	-7	-1	0	-5	-24	0.0	4	nt
CCC(c1nnnn1Cc1ccco1)N1CCC(C(N)=O)CC1 (stereo unspecified)	1	-1	2	0	-14	nt	-6	nt
C[C@H](CO)N1C[C@H](C)[C@H](CN(C)C(=O)c2ccccc2)Oc2cc(/C=C/c3ccccc3)ccc2S1(=O)=O	-9	0	-5	-4	9	-0.7	-2	0.8
COc1cccc(C2c3[nH]c4ccccc4c3CCN2Cc2cccc(C)n2)c1 (stereo unspecified)	-4	nt	4	nt	-9	-0.1	0	nt
Cc1ccc(C)c(S(=O)(=O)N2CCN(C(=O)Cc3ccccc3)CC2)c1	10	1	-2	-3	0	0.3	0	nt
CN(CC(=O)Nc1cccc(F)c1)C(=O)CNC(=O)Cc1cccc2ccccc12	-1	-9	-5	-3	-20	-0.1	4	2.4
CCN(CC(=O)Nc1ccc(N2CCOCC2)cc1)C(=O)c1ccc(C(F)(F)F)cc1	2	nt	4	nt	5	0.1	1	nt
C[C@H](CO)N1C[C@H](C)[C@H](CN(C)C(=O)Nc2ccc3c(c2)OCO3)OCCCC[C@H](C)Oc2ccc(NS(=O)(=O)c3cccs3)cc2C1=O	-14	23	-4	1	-4	0.0	-2	-0.1
CCN1[C@@H]2c3ccc(-c4ccccc4)c(=O)n3C[C@@H]2[C@@H](CO)[C@@H]1C(=O)N1CCN(C)CC1	nt	-1	nt	13	-3	0.3	3	-0.1
Cn1cccc1-c1cc(C(=O)N/N=C/c2cc(Br)ccc2O)[nH]n1	2	-39	0	0	-23	-0.1	2	0.8
Nc1nc(SCn2nnc3ccccc3c2=O)n[nH]1	0	nt	1	1	-8	0.1	3	0.8
CC(C)C#Cc1cnc2c(c1)C(=O)N([C@H](C)CO)C[C@@H](C)[C@@H](CN(C)Cc1ccccc1F)O2	-3	-1	3	5	3	0.5	-4	0.1
Cc1onc(-c2c(Cl)cccc2Cl)c1NC(=O)NN(C)C	-1	-4	nt	-1	-11	-0.1	1	nt
Cc1ccc2oc(C(F)(F)C(F)F)cc(=O)c2c1	1	nt	-1	nt	0	0.4	-3	nt
O=C(C1=C[C@@H](c2ccc(C(F)(F)F)cc2)C[C@@H](OCc2ccc(CO)cc2)O1)N1CCN(Cc2ccccc2)CC1	0	-49	12	-8	-158	0.2	-3	-0.2
CCSC1=C(C#N)C(c2ccccc2C)CC(=O)N1 (stereo unspecified)	-3	-10	0	-8	11	nt	5	nt
CC1(Oc2ccc(Cl)cc2)CCN(Cc2ccc(-c3ccccn3)cc2)C1 (stereo unspecified)	-12	2	-5	-6	-22	0.2	-2	0.1
COc1ccccc1C(CCNCc1ccc(N(C)C)cc1)c1ccc(OC(C)C)cc1 (stereo unspecified)	-7	-9	1	-15	-17	0.0	6	nt
CC1(c2ccccc2Cl)NC(=O)N(CC(=O)NCc2ccc3c(c2)OCO3)C1=O (stereo unspecified)	-3	-7	-2	6	-6	0.3	4	nt
CC(NC(=O)C(=O)NCCC1=CCCCC1)c1ccccc1 (stereo unspecified)	13	nt	1	nt	10	0.3	1	0.8
COc1cccc(C(=O)N2CCN=C2SC)c1	-2	nt	-1	nt	-9	0.4	7	nt
O=C(Nc1ccccc1)C(c1ccccc1)c1ccccc1	2	-7	0	8	-4	0.0	3	nt
CC[C@]12c3[nH]c4cc(CCC(=O)N(C)C)ccc4c3CCN1C(=O)[C@@H](CC(=O)NCCN1CCOCC1)C[C@@H]2C(=O)N1CCN(C(=O)C2CC2)CC1	-1	-2	-2	-2	0	0.3	-7	nt
O=C(C[C@H]1C[C@@H]2c3cc(NC(=O)NC4CCCC4)ccc3O[C@@H]2[C@H](CO)O1)NCCc1ccccc1	11	2	0	7	-3	-0.1	-3	0.1
Cc1onc(-c2ccccc2Cl)c1C(=O)NC(=S)Nc1ccc(C(C)C)cc1	-1	nt	-4	nt	-9	0.3	6	nt
CC(C)(O)C#Cc1ccc([C@@H]2[C@@H](CO)N3CCCCN(S(C)(=O)=O)C[C@H]23)cc1	7	0	1	-12	-6	0.1	-3	-0.1
C[C@@H]1CN([C@@H](C)CO)C(=O)c2cc(NC(=O)Nc3ccc4c(c3)OCO4)ccc2O[C@H]1CN(C)Cc1ccncc1	11	1	5	10	13	0.2	0	-4.4

Carrying on:
canonical_smiles	S100A4 inh HTS	esBAF inh	ERAP1 HTS inh	RAD54 inh	RAD52 inh	Xi reactivation	ERp5 block	E-selectin induc
FC(F)(F)c1ccc(Cl)c(CN2CCN(c3ncc(Cc4ccccc4)cn3)CC2)c1	17	nt	5	nt	2	0.0	0	0.2
C=CC(=O)N1C/C=C\C(c2ccc(OC)cc2)N(Cc2ccc(F)cc2)C(=O)C1 (stereo unspecified)	nt	10	nt	21	nt	0.2	nt	-0.2
COc1ccc(CCNC(=O)CSc2nc3[nH]c(=O)cc(O)c3s2)cc1	12	0	5	8	-83	0.1	-3	nt
CC(=O)NC1C(OCCOc2ccc(Cl)cc2C)OC(CO)C(O)C1O (stereo unspecified)	-5	-5	-3	-4	-15	0.0	1	0.3
COc1ccc(-c2ccc3c(c2)O[C@@H](CN(C)Cc2cccnc2)[C@@H](C)CN([C@H](C)CO)S3(=O)=O)cc1	-2	0	0	-2	17	-0.9	8	-0.1
Cc1cc(NC(=O)CSc2ccc(-c3ccc(Br)cc3)nn2)no1	15	15	1	-2	-10	0.0	-1	-0.4
Cc1ccc(C(=O)NCC(=O)N(C)Cc2cccc(F)c2)s1	-2	12	-1	-3	4	0.3	-2	nt
C[C@H]1CN([C@@H](C)CO)C(=O)c2cc(NC(=O)Cc3ccccc3)ccc2O[C@H]1CN(C)C	-3	-2	1	0	2	-0.1	-1	nt
